Assay outcomes: PubChem, several laboratories
Dynein cargo inh – inhibitors of GR-EGFP nuclear translocation, primary screen, dynein cargo transport inhibitor project, imaging, high-content, 3617.4 mouse cells | test concentration mostly 20 µM; stimulated with dexamethasone, 1 µM; stronger effect = lower value | z-score, hits read low | hit rate 0.47% among 220,000;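 active = plate z-score of nuclear minus cytoplasmic receptor signal below a set negative limit, without overly bright fluorescence or cell loss, cut at about -3.5 in these data, passing the limit was not always enough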;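 note: z-score of nuclear minus cytoplasmic ring GR-EGFP intensity difference per well; some compounds called inactive have numbers as strong as hits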
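medium = tetracycline-free induction medium containing charcoal-stripped FBS | also added = 1.0 µM final dexamethasone stimulus | schedule = 48 h induction, 1 h compound, 30 min dex at 37 °C | technique = fixed, Hoechst-stained cells imaged at 10x for EGFP | measure = GR-EGFP nuclear translocation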
Autophagy HCS – autophagy modulators in MEF cells, primary screen, imaging, high-content, MEF GFP-LC3; MEF GFP-LC3 puncta imaging; test concentration mostly 10 µM; calls only at 10 µM (by protocol); hit rate 0.98% among 190,000; AID 463193, 2010;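 active = percentage of spot-positive cells more than 3 SD above its plate mean, without a fluorescence outlier flag or 80% toxicity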;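 note: spot-positive cell cutoff set from DMSO-treated cells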
bCat nuc transl – modulators of beta-catenin nuclear translocation, primary screen, imaging, HeLa cells, immunofluorescence, high-content. nuclear translocation activity, % at 5 µM. hit rate 0.3% among 190,000;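 active = nuclear translocation activity above 50% at 5 µM, with a well cell count of 50 or more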;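 note: per-cell ratio of nuclear to cytoplasmic median beta-catenin stain intensity; plate controls were DMSO negative control for no effect and GSK-3 inhibitor IX positive control for full effect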
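test system = HeLa cells, endogenous beta-catenin | dosing = single 5 µM dose plus 0.02–20 µM confirmation series | times = compound treatment 24 h, 37°C, 5% CO2 | technique = beta-catenin immunofluorescence imaging with DAPI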
Yfh1-depleted yeast – enhancers of respiration in Yfh1-depleted yeast, dose response, Friedreich's ataxia, plus single-dose screen (AID 1465) | hit rate 0.074% among 220,000 | S. cerevisiae Yfh1-off respiration, WST-1 reduction, 72 h; higher fold induction means a stronger effect | fold induction at 50 µM; hits with a dose series show EC50 in µM;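 active = fold induction of absorbance versus untreated yeast above a set limit, then at least 30% activation at any dose in follow-up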;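 note: activators that raise dye reduction in frataxin-depleted yeast; strong numbers were not always called active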
NOD1 inhibition – NOD1 signaling inhibitors, primary screen, cell-based, luminescence, uHTS (AID 1578); NOD1-driven NF-kB luciferase reporter cells, luminescence; higher % means a stronger effect; one-dose inhibition, % at 4 µM; EC50 in µM for titrated hits; hit rate 1% among 290,000; in the data active = inhibition mostly above about 36%, no sharp cut-off; inactive = mostly below about 34%;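 note: HEK-293T reporter cells stimulated with the NOD1 agonist gamma-tri-DAP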
HEK293 NOD2/NF-kB – NOD2 signaling inhibitors, cell-based, luminescence, uHTS, HEK293 (AID 1566); HEK293 NOD2/NF-kB luciferase reporter, luminescence; higher % means a stronger effect; inhibition, % at 4 µM, or EC50 in µM where a hit was titrated; hit rate 0.63% among 290,000; in the data active = inhibition above about 50%; note: many of its hits are not listed in these tables
P. falciparum M17LAP – P. falciparum M17LAP inhibitors, primary screen, biochemical, fluorogenic H-Leu-NHMec substrate, 1536-well (AID 1619); inhibition, % at 30 µM; hits with a dose series show IC50 in µM; recombinant M17LAP, H-Leu-NHMec fluorogenic kinetic assay; higher % means a stronger effect; Leucine aminopeptidase (Plasmodium falciparum (isolate 3D7)); hit rate 0.38% among 220,000;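 active = compound inhibiting the enzyme by more than half at any dose during confirmatory dose-response retesting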;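 note: plate controls were full reaction with DMSO carrier for no effect and no enzyme background for full effect; strong numbers were not always called active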
MT stabilize HCS – microtubule stabilizers in HeLa cells, primary screen, imaging, high-content imaging | hit rate 0.83% among 200,000 | % tubulin-high responders, % at 10 µM | HeLa tubulin immunostaining HCS, 24 h; share of cells brighter than vehicle mean+2SD | AID 2205, 2009;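 active = plate Z-score above 3 for both tubulin-high and condensed-nucleus cell shares, with cell loss under 80%, at 10 µM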;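 note: anti alpha tubulin signal scored within the nucleus-defined area of each cell; some results filed as inactive read as strong as hits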
Insulin prom up – insulin promoter activators in MIN6 cells, imaging, high-content screening, mouse beta cells. MIN6 insulin promoter-GFP reporter; stronger effect = higher value. z-score at 5 µM. hit rate 0.3% among 190,000;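 active = z-score above 3 at 5 µM with at least 500 cells counted in the well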
Dynein cargo inh cytoplasmic EGFP – further read-out of Dynein cargo inh, marked with its call; z-score; measured here: cytoplasmic GR-EGFP intensity; stronger effect = higher value
Dynein cargo inh nuclear GR-EGFP – recorded beside Dynein cargo inh, whose call it bears; z-score; measured here: nuclear GR-EGFP intensity;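 lower value marks the stronger effect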
Dynein cargo inh cell count – further read-out of Dynein cargo inh, marked with its call; z-score; measured here: cell count per field
Insulin prom up cell count – recorded beside Insulin prom up, whose call it bears; cell count; measured here: cytotoxicity, nuclei count;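 total cells summed across four imaged fields per well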
bCat nuc transl cell count 5 µM – second read-out of bCat nuc transl, no call of its own (marks repeat the call); cell count; measured here: cell count, cytotoxicity flag
MT stabilize HCS Hoechst-high % – recorded beside MT stabilize HCS, whose call it bears; % Hoechst-high responders; measured here: nuclear condensation Hoechst responders;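 share of cells brighter than vehicle mean plus two SD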
MT stabilize HCS cytotoxicity % – also measured in MT stabilize HCS; calls as there; toxicity, %; measured here: cytotoxicity by cell density;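 0% = mean cell density of plate MIN control wells and 100% = no cells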
Autophagy HCS cell loss 18 h – further read-out of Autophagy HCS, marked with its call; toxicity, %; measured here: cell loss, nuclei count;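 cell loss after 18 h compound exposure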
An asterisk follows results filed as active; i = inactive; · = no result given; + = active, no number. These rows are one share of the data; the hit share may differ from the screen's.

SMILES	Dynein cargo inh	Dynein cargo inh cytoplasmic EGFP	Dynein cargo inh nuclear GR-EGFP	Dynein cargo inh cell count	Autophagy HCS	Autophagy HCS cell loss 18 h	bCat nuc transl	bCat nuc transl cell count 5 µM	Yfh1-depleted yeast	NOD1 inhibition	HEK293 NOD2/NF-kB	P. falciparum M17LAP	MT stabilize HCS	MT stabilize HCS Hoechst-high %	MT stabilize HCS cytotoxicity %	Insulin prom up	Insulin prom up cell count
CCOC(=O)C1(Cc2ccccc2)CCN(Cc2cccc(OC)c2O)CC1	0.4	-0.28	0.24	0.55	i	-7	-2.4	1071	i	-4%	11%	5%	1.2	1.4	2.3	0.52	1458
COc1c(O)ccc2cnn(-c3ccccc3C)c(=O)c12	0.16	-0.14	0.15	0.099	i	8	-1.8	1158	i	-9%	14%	-3%	2.4	2.5	11	-0.05	1362
O=C(CN1C(=O)c2cccc3cccc1c23)Nc1ccc(S(=O)(=O)N2CCOCC2)cc1	-0.62	-0.27	-0.43	1.3	i	-1	2.3	491	i	-35%	15%	-2%	2.6	1.9	3.5	-0.05	1223
Cc1ccc(C(=O)N/C(=C\c2ccccc2)C(=O)OCc2ccccc2)cc1	0.51	-0.23	0.16	0.2	i	-29	-2.4	1049	i	-21%	-43%	3%	2.6	2.5	6.7	1.7	1633
Cc1cc(/C=C2\NC(=O)NC2=O)c(C)n1-c1ccc(N2CCOCC2)cc1	0.18	-0.29	0.062	0.34	·	·	-7.8	1188	i	5%	-6%	-4%	·	·	·	0.02	1346
COc1cccc(NC(=O)C(Cc2ccccc2)n2cccc2)c1 (stereo not given)	0.12	-0.23	0.48	0.27	·	·	-1.0	1309	i	3%	18%	-3%	·	·	·	-0.68	1095
Cc1c(C(=O)Nc2ccncc2)sc2nc(-c3ccccc3)cn12	-0.6	-0.13	0.028	-0.33	i	10	1.6	1054	i	-10%	13%	4%	2.8	3.5	3.6	0.13	1104
CCOc1[nH]n(-c2ccc(Cl)cc2)c(=O)c1C=Nc1ccc(O)cc1	-0.84	-0.21	-0.44	0.63	i	3	-1.0	1357	i	24%	-2%	-6%	33*	13*	43*	1.2	1275
COCCNC(=O)/C(C#N)=C/c1cccc(/C=C(\C#N)C(=O)NCCOC)c1	-0.83	-0.3	-0.58	0.44	i	11	·	·	i	22%	-86%	26%	3.4	1.8	4.5	0.15	1293
O=S(=O)(Nc1ccccc1O)c1ccc(-c2ccccc2)cc1	0.14	0.25	0.35	-0.26	i	-27	-3.9	1166	i	31%	-7%	-4%	2.7	1.1	6.8	0	1529
O=C1NC2(CCCCCC2)Oc2ccccc21	-0.16	-0.16	-0.018	1.4	i	-8	0.7	1516	i	-15%	17%	6%	1.9	1.6	8.5	0.1	1529
Cc1ccc(S(=O)(=O)C(C#N)c2nc3ccccc3nc2N2CCCCC2)cc1 (stereo not given)	·	·	·	·	·	·	-7.5	1000	·	-5%	7%	·	·	·	·	-0.03	1172
O=C(O)C(Oc1ccc2c(-c3ccccc3)cc(=O)oc2c1)c1ccccc1 (stereo not given)	-0.78	-0.22	-0.012	0.48	·	·	0.3	1322	i	-5%	12%	14%	·	·	·	-0.43	1052
CC(C)(CN1CCN(c2ccccc2)CC1)NS(=O)(=O)c1ccccc1	0.33	0.19	0.17	0.048	·	·	-1.6	1365	i	-6%	-13%	3%	·	·	·	1.1	924
COc1cccc(C(=O)Nc2ccc(C(=O)O)cc2)c1	2.3	1.9	1.6	-0.65	i	16	2.0	1470	i	-6%	-1%	8%	4.6	1.7	18	-0.4	1312
O=C(Nc1nnc(CCc2ccccc2)s1)c1cccs1	-0.14	-0.21	0.069	-0.099	i	25	-0.2	1162	i	-56%	-60%	-15%	1.8	1.2	4.5	-0.55	1119
CN1C(=O)C(C(=O)NC(C)(C)C)C2c3ccccc3OC13CCCCC23 (stereo not given)	-0.87	-0.22	-0.096	0.031	i	15	1.5	1380	i	-4%	13%	-10%	3.8	2.2	4.3	0.12	1434
Cc1ccc(OCC(=O)O/N=C(\N)Cc2ccc(Cl)cc2)cc1	0.21	-0.25	0.22	0.61	i	7	-0.9	1008	i	-6%	12%	-2%	6.0	3.0	2.2	0.09	1460
CC(=O)c1sc(NC(=O)c2ccc(C)c(C)c2)nc1C	1.1	-0.15	0.56	-0.048	i	0	-1.9	1128	i	-60%	-76%	-12%	2.2	2.1	9.9	-0.37	1286
CCCc1noc(-c2ccc(-c3ccccc3)cc2)n1	-0.34	-0.23	-0.063	0.35	i	-5	-1.6	900	i	-81%	-100%	0%	2.8	2.4	1.8	1.1	1199
CC(C)(C)OC(=O)NCCCCCNC(=O)c1[nH]cnc1C(=O)N[C@@H](CCCCNC(=O)OC(C)(C)C)C(=O)OC(C)(C)C	2.3	0.57	1.6	-0.72	i	8	1.6	1016	i	22%	13%	4%	1.4	1.2	1.4	-1.4	972
c1cncc(-c2nnc(-c3ccco3)o2)c1	-0.85	-0.25	-1.1	0.26	i	0	-0.1	1063	i	-34%	-4%	-1%	1.8	1.2	0.2	·	·
CCN(CC)CCC(c1cc(OC)c(OC)c(OC)c1)c1c(OC)cc(OC)c2c(C)cc(=O)oc12 (stereo not given)	2.1	-0.7	0.93	-0.51	·	·	0.1	1077	i	-2%	-8%	1%	·	·	·	·	·
COc1ccc(-c2nnc(SCC(=O)Oc3ccc(C)cc3)o2)cc1	-1.1	-0.16	-0.76	1.2	i	9	-2.4	1251	·	-14%	0%	1%	2.2	1.1	3.4	0.08	1310
CSc1nnc(-c2cccc(C)c2)n1N	0.079	-0.23	-0.036	0.62	i	4	-1.7	999	i	-3%	4%	-2%	1.4	2.7	3.2	0.95	935

Going on with the list:
SMILES	Dynein cargo inh	Dynein cargo inh cytoplasmic EGFP	Dynein cargo inh nuclear GR-EGFP	Dynein cargo inh cell count	Autophagy HCS	Autophagy HCS cell loss 18 h	bCat nuc transl	bCat nuc transl cell count 5 µM	Yfh1-depleted yeast	NOD1 inhibition	HEK293 NOD2/NF-kB	P. falciparum M17LAP	MT stabilize HCS	MT stabilize HCS Hoechst-high %	MT stabilize HCS cytotoxicity %	Insulin prom up	Insulin prom up cell count
Nc1n[nH]c2c1C1(CCCC1)Cc1ccccc1-2	1.7	-0.28	0.88	-0.33	i	15	3.6	1471	i	24%	38%	4%	2.3	2.0	5.6	0.17	1260
O=C(c1ccc2c(=O)n(Cc3ccco3)c(=S)[nH]c2c1)N1CCN(Cc2ccccc2)CC1	-1.2	-0.23	-1.1	1.2	i	-3	-1.7	1398	i	23%	30%	-8%	2.5	2.4	8.2	-0.25	1389
CC1C(Br)C(=O)NC(=O)N1Cc1ccccc1 (stereo not given)	-0.29	-0.31	0.14	0.22	i	6	-2.8	1076	i	-17%	6%	1%	2.5	2.4	8.1	0.17	1313
O=C(CNS(=O)(=O)c1ccc(Br)s1)N1CCCC1	0.59	-0.26	0.16	0.47	i	-7	-0.6	1059	i	·	-6%	-13%	2.8	2.3	6.5	-0.62	1283
COc1ccc(OC)c(C2CC(=O)N3CN(c4ccc(C)c(Cl)c4)CSC3=C2C#N)c1 (stereo not given)	-0.61	-0.11	-0.22	0.017	i	5	·	·	i	0%	0%	5%	2.5	2.9	10	-0.39	1004
C=CCc1cc(C=O)cc(OC)c1OCc1ccc(C(=O)O)cc1	0.51	-0.09	0.76	0.16	i	8	1.2	1044	i	-29%	-15%	5%	4.2	3.2	5.4	1.5	1494
COc1ccc(/C=C2\N=C(C)N(c3ccc(C(=O)O)cc3)C2=O)cc1OC	0.18	-0.21	0.096	0.6	i	11	0.6	946	i	-8%	9%	19%	1.7	3.4	15	0.1	1232
COc1cccc(NC(=O)Cn2c(=O)n(CCC(=O)NCc3ccco3)c(=O)c3ccccc32)c1	0.5	-0.25	0.1	0.0073	i	-3	-0.2	1122	i	-42%	-6%	-7%	2.9	1.5	7.5	-0.45	1253
CN(C)c1ccc(P(=O)(OCc2ccccc2)C(O)c2ccc(Cl)cc2)cc1 (stereo not given)	-0.039	-0.26	-0.25	0.96	·	·	1.2	1065	i	7%	-4%	-2%	·	·	·	0.4	1424
Nc1nc(SCc2ccc(Cl)cc2Cl)nc2nc3c(cc12)CCCC3	1.2	0.92	1.1	-1.4	+	-16*	·	·	i	-24%	2%	19%	2.2	3.1	10	0.64	1362
Cc1ccc(-c2cc(C(F)F)n3ncc(C(=O)N4CCN(c5cccc(C)c5C)CC4)c3n2)cc1	-0.43	-0.27	-0.035	0.14	i	20	0.2	1227	i	-16%	-6%	7%	2.3	1.6	3.8	-1.3	1395
CCC1(C)Cc2c(sc3c2c2ncnn2c2nnc(SCC(=O)NCc4ccco4)n32)CO1 (stereo not given)	0.13	-0.21	0.21	0.081	i	9	-2.2	977	i	5%	19%	-3%	13*	13*	22*	0.41	1154
C=CCC1(NC(C)c2ccccc2)CCCCC1 (stereo not given)	0.9	-0.34	0.15	-0.15	i	3	-1.1	932	i	-13%	-1%	-1%	2.5	3.2	8.7	-0.11	1281
